# H9c2 protect: cardioprotection against H2O2-induced cell death, primary screen, uHTS, H9c2 cells, ATPLite luminescence; protection from H2O2 cell death, % at 20 µM; AID 588492, 2011; H9c2 cardiomyocytes, H2O2 injury protection, 2 h; 360,000 compounds, 0.63% hits;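 active = compounds giving at least 50% protection of heart cells from peroxide-induced death in the single-dose screen, raw or plate-pattern-corrected value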;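 also: 0% = DMSO wells with peroxide and 100% = DMSO wells without peroxide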
# Peg3 promoter: Peg3 promoter-driven luciferase inhibitors, primary screen, cell-based, HeLa, luciferase luminescence; HeLa PEG-Prom luciferase reporter, overnight; inhibition, % at 20 µM; 360,000 compounds, 1.7% hits; AID 588405, 2011;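 active = inhibition of at least 50% at 20 µM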
# Shn3 3UTR inh: reduction of Shn3 3'UTR firefly luciferase signal, primary screen, Schnurri-3 inhibitor project, cell-based, Clone20 osteoblasts, set 2; Clone20 osteoblast Shn3 3'UTR firefly luciferase, 24 h; inhibition, % at 12.5 µM; 360,000 compounds, 0.52% hits;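 active = mean inhibition of at least 75% with every replicate also reaching 75%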;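 also: 0% = median of neutral control wells and 100% = pilot-screen positive control compound; some compounds past the cut are filed as inactive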
# TRPM1 prom inh: inhibitors of MITF-dependent TRPM1 promoter reporter, primary screen, cell-based, SK-MEL-5, single point, luciferase; 330,000 compounds, 0.83% hits; SK-MEL-5 TRPM1 promoter luciferase, 24 h; inhibition, % at 12.5 µM;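 active = mean inhibition across replicates of 60% or more, whatever share of single replicates reaches that level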; also: values of inactives mirror those of a sister screen read the other way
# NR2E3 ag-1: NR2E3 agonists in two-hybrid cells, primary screen, cell-based, luminescence, CHO-S, Gal4-NCOR/VP16-NR2E3; Photoreceptor-specific nuclear receptor (Homo sapiens), Q9Y5X4; luciferase; inhibition of corepressor binding, % at 3.98 µM; 360,000 compounds, 0.35% hits; AID 602229, 2012;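 active = inhibition above the mean of all tested compounds plus 3 SD, cut at about 70% in these data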;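 also: 0% = DMSO with NR2E3 transfected cells and 100% = cells lacking NR2E3 construct; higher means lower luciferase signal from less NR2E3 corepressor binding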
# Target sequence (Q9Y5X4 whole entry, looked up, the tested form may be a part): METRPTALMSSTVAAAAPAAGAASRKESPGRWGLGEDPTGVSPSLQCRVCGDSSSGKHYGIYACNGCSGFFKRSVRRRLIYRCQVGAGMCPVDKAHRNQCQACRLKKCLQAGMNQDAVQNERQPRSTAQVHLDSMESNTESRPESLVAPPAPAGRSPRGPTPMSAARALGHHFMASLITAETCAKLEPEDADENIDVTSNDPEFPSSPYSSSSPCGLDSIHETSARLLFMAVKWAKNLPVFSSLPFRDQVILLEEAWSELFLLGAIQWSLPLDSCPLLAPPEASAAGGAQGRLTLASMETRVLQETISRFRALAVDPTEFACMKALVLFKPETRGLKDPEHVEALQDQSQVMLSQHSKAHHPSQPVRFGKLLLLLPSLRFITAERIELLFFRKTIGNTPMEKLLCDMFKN
# iPSC survival up: enhancers of single-cell hiPSC survival, primary screen, ATPlite luminescence; 100% = ROCK inhibitor wells, 0% = DMSO; survival enhancement, % at 20 µM; 360,000 compounds, 0.044% hits; AID 602274, 2012; in the data active = survival enhancement above about 18%;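 also: cells exposed to compounds for 16 hours before the ATP read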
# CaV13 FRET inh: Disruptors of the CACNA1D IQ motif to Ca2+-dependent inactivation inhibitor domain association, primary screening, Förster resonance energy transfer in intact living … | HEK cells, CFP/YFP FRET ICDI-IQ, plate reader, 10 min; percent FRET-ratio fall versus neutral wells | inhibition, % at 12.3 µM | 340,000 compounds, 0.098% hits | AID 743397;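 active = mean replicate inhibition of at least 30% and at least 1% of replicates passing that level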;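 also: 0% = median of the neutral control wells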
# HIF-2a inh: HIF-2a reporter inhibitors, primary screen, luminescence, 786-0 RCC cells. 786-0 RCC cells HIF-2a reporter, luciferase luminescence, overnight. inhibition, % at 18.8 µM. 360,000 compounds, 0.72% hits;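 active = inhibition of the luminescence signal of 40% or more relative to plate controls, in a single-dose primary screen at 18.75 µM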
# m5-HT2A agonist: mouse Htr2a agonists via beta-arrestin recruitment, primary screen, cell-based, luminescence | 5-hydroxytryptamine receptor 2A (Mus musculus), P35363 | 360,000 compounds, 0.66% hits | AID 624169, 2012 | CHO-K1 mHTR2A beta-arrestin complementation; percent of 30 µM serotonin response | activation, % at 7.6 µM;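 active = activation above a run cutoff, the mean activation of all tested compounds plus 3 SD, cut at about 14% in these data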;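 also: 0% = plate median of compound wells and 100% = 30 µM serotonin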
# NR2E3 ag-2: inhibitors of NR2E3-RetCOR corepressor binding, primary screen, NR2E3 agonist project, biochemical, TR-FRET, GST-NR2E3, biotin-RetCOR; AID 2300, 2010; inhibition of corepressor binding, % at 4.78 µM; 320,000 compounds, 0.12% hits; Photoreceptor-specific nuclear receptor (Homo sapiens), Q9Y5X4; 1536-well;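 active = percent inhibition above the cutoff of mean plus 3 SD of all tested compounds, set per screening campaign, cut at about 20% in these data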;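 also: 0% = DMSO wells and 100% = biotin wells as full block of FRET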
#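 Assay system: NR2E3–RetCOR corepressor complex. Quantity: 1.35 nM GST-NR2E3. Buffer or medium: pH 7.5 Tris-based buffer. Reagent: biotinylated RetCOR corepressor at 7 nM final. Schedule: 5 h at 4 °C. Detection: TR-FRET, emission read at 617 and 671 nm. Replicates: one well per compound, singlicate testing.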
# PDI inh: inhibitors of human PDI, primary screen, biochemical, turbidity, single point, plate reader; Protein disulfide-isomerase (Homo sapiens), P07237; PDI insulin aggregation turbidity, A650, 90 min; inhibition, % at 10 µM; 350,000 compounds, 0.052% hits; AID 588391, 2011;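 active = mean inhibition across replicates of 30% or more, whatever share of single replicates reach that level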;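 also: absorbance from insulin aggregation driven by PDI reduction with DTT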
# Target sequence (P07237 whole entry, looked up): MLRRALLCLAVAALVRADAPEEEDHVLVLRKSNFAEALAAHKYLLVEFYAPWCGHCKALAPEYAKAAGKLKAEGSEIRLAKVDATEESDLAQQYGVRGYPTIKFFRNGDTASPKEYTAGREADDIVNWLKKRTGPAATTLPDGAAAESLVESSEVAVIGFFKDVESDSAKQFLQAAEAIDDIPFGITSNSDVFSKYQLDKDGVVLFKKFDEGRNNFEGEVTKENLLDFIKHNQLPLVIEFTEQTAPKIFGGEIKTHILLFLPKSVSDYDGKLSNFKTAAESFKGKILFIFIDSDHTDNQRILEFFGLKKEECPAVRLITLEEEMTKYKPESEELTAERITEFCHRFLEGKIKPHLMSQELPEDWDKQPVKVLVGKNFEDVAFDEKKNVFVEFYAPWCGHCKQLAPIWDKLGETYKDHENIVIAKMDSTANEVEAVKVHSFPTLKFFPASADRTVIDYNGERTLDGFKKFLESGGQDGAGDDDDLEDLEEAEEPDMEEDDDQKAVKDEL
# * marks the source's active call; other numbers are inactive results; nt = not tested or not shown. Compounds were not picked by outcome; 3.9% or so of the library scored in one or more.
SMILES,H9c2 protect,Peg3 promoter,Shn3 3UTR inh,TRPM1 prom inh,NR2E3 ag-1,iPSC survival up,CaV13 FRET inh,HIF-2a inh,m5-HT2A agonist,NR2E3 ag-2,PDI inh
CCCCn1c(N)c(N(CCOC)C(=O)c2ccc(C)c(S(=O)(=O)N3CCCCC3)c2)c(=O)[nH]c1=O,3.5,12.3,-13.8,-3.0,12.6,-0.2,-5.6,6.4,-2.6,-0.8,4.9
CCOc1ccc(NC(=O)CCN2CCN(c3ccccc3F)CC2)cc1,-3.9,27.0,15.4,-0.9,10.3,-0.5,-6.9,23.0,21.3*,-2.1,9.4
COc1ccc(/C=C/C(=O)NCc2cn(C)nc2C)cc1COc1ccc(Br)cc1,-2.9,13.2,18.2,6.2,-19.5,-0.8,-3.1,-23.5,-6.2,-1.1,-4.0
Cc1ccc(-c2c[n+](CC(=O)Nc3ccccc3)c3n2CCC3)cc1,0.9,7.0,2.2,6.2,3.0,-0.7,-4.6,22.5,-5.4,2.8,6.5
COc1ccc(S(=O)(=O)N2CCCC(C(=O)NCc3cccnc3)C2)cc1OC (centres undefined),4.0,-9.6,6.9,7.0,-17.8,-0.2,-2.8,-2.0,-3.5,0.0,-3.6
Cc1cn([C@H]2C[C@H](O)[C@@H](CNC(=O)[C@H](N)Cc3cscn3)O2)c(=O)[nH]c1=O,0.7,0.8,10.2,nt,2.3,-2.1,-10.9,3.1,8.2,nt,14.0
CCc1nc2c(OCc3ccccc3)cccn2c1N(C)C(=O)Nc1ccccc1OC,2.7,18.5,10.3,nt,-4.4,1.8,-4.7,18.5,-6.4,nt,4.3
CCCCn1c(N)c(Sc2ccccc2[N+](=O)[O-])c(=O)[nH]c1=O,-3.5,3.2,-11.6,-1.9,8.4,0.7,-3.0,6.1,-1.0,2.4,-2.2
COc1cc2ccccc2cc1C(=O)N1CCOCC1,8.1,-10.0,-1.8,9.5,16.1,-0.7,-5.7,-1.9,-2.1,-2.0,-3.1
CC(C)[C@H](N[C@@H](C)c1ccccc1)c1c(O)ccc2ccccc12,-2.8,2.0,12.8,0.9,-9.2,0.4,-6.6,11.3,-1.5,1.0,-4.0
Cc1ccc(C(=O)Nc2sc(Cc3ccc4c(c3)OCO4)c(C)c2C(N)=O)cc1,-3.6,-1.0,-5.2,12.8,-28.5,-1.6,-6.2,-39.8,-4.1,0.2,nt
C=C1CCN([C@@H](Cc2ccccc2)C(=O)NCCCc2ccccc2)S(=O)(=O)c2ccccc21,-4.5,10.9,27.8,0.4,-2.1,-1.5,-9.4,12.2,0.6,0.8,-4.9
COc1cc2cnc(-c3ccccc3)cc2cc1OC,-2.0,-115.6,-55.1,-11.7,-60.1,-3.4,7.9,-199.5,6.6,nt,-0.8
CCN(CC)c1ccc(C2C(C(=O)OCCOC)=C(C)NC3=C2C(=O)CC(C)(C)C3)cc1 (centres undefined),8.3,16.6,4.0,5.2,-24.7,1.8,nt,20.9,-9.2,3.9,-7.3
CCCCn1nnnc1SCC(=O)N(CC)CC,9.2,-6.5,0.1,-0.5,-11.8,1.7,-5.7,5.3,-1.8,2.2,3.0
Cc1ccc2nc(/C(C#N)=C\c3ccc(OC(=O)c4cccs4)cc3)[nH]c2c1,-5.3,-225.6,-10.1,-34.6,-122.8,-0.6,-7.9,-396.6,-3.1,1.0,-5.5
C[C@H](CO)N1C[C@H](C)[C@@H](CN(C)CC2CCCCC2)Oc2c(NS(=O)(=O)c3cccs3)cccc2C1=O,10.7,1.8,-0.8,6.7,-2.4,-1.9,nt,7.0,-0.5,nt,-7.0
COc1ccc(C(C)n2c(C)c3c(C)nnc(C)c3c2C)cc1 (centres undefined),-13.2,7.7,63.0,-10.9,-2.4,-0.6,-3.8,-4.0,3.2,-1.9,-2.2
CCCNC(=O)c1cc(C2CCCCN2C(=O)c2ccc(C(C)C)cc2)on1 (centres undefined),-15.5,5.1,-6.6,nt,-16.9,-2.8,-8.3,10.3,1.9,nt,19.5
CCn1c(CNC(=O)c2cccs2)nnc1SCC(=O)Nc1ccc(Cl)cc1,-3.0,4.0,20.1,-1.6,7.4,-1.3,-6.0,12.3,-0.9,0.6,-0.8
Cc1nn(-c2ccccc2)nc1CNC(=O)C1CC1,-0.2,0.1,0.8,-7.3,-1.4,-0.3,-4.3,-5.0,1.3,3.7,0.3
COc1ccccc1NC(=O)CN1C(=O)NC2(CCCCCCC2)C1=O,-0.8,14.6,-5.9,-3.4,-31.4,-0.3,-3.3,2.5,0.2,0.0,-5.2
Cc1ccc(NC(=C(C#N)C#N)c2ccccc2)cc1,-2.4,8.1,0.2,nt,-33.0,-2.1,-11.5,-3.9,1.3,nt,-3.6
CCCN1C(=O)c2cc(C(=O)Nc3ccccc3C)ccc2C1Nc1ccccc1C (centres undefined),2.7,14.9,9.3,4.9,-15.6,-0.6,6.2,13.3,-1.2,1.2,-2.6
Cc1cccc(NC(=O)COc2coc(CN3CCN(c4ccccc4)CC3)cc2=O)c1C,-1.1,6.9,38.6,11.8,14.2,0.6,-7.3,-10.6,5.0,3.0,8.7
O=C(Nc1ccncc1)C1(c2ccccc2)CCCC1,-3.2,11.5,5.9,3.4,3.5,-0.1,-8.0,5.1,1.1,-1.5,0.3
CCOc1cccc(-c2c(C(=O)N/N=C(\C)c3ccncc3)nnn2-c2nonc2N)c1,10.2,16.6,-2.4,2.0,-10.5,-0.3,-3.2,16.5,-0.2,2.8,-10.4
COc1cccc(N(CC(=O)Nc2cccc(F)c2)S(C)(=O)=O)c1,-3.6,3.0,3.9,-3.9,-10.4,4.4,nt,5.0,-8.0,-0.8,-4.8
CCOC(=O)N1CCN(C(=O)C2CC(=O)N(c3ccc(OC)cc3)C2c2ccc(OC)cc2)CC1 (centres undefined),-1.4,6.1,-10.1,-11.1,-15.9,-0.9,-4.3,4.1,-0.9,2.3,4.6
O=C(COC(=O)Cn1cnc2ccccc21)NCCCc1ccccc1,-0.1,0.9,-10.2,8.8,-6.6,1.2,-6.3,10.6,4.3,-2.8,8.3
CCCCN(CC)CCNC(=O)c1ccc2c(Cl)c3c(nc2c1)CCC3,3.1,3.5,-23.8,-3.8,-0.9,-0.2,-19.8,-4.9,-7.9,0.6,1.1
Cc1cc(Nc2ccc(Br)cc2F)n2ncnc2n1,22.8,12.9,-2.8,3.2,-13.9,0.6,-5.2,3.3,-8.1,3.3,nt
CCOC(=O)c1cc(NC(=O)c2ccc(Cl)cc2)c(=O)n2c1oc1ccc(Cl)cc12,-3.2,9.9,-4.6,-14.2,-34.9,-1.2,-7.1,1.0,3.5,-2.2,13.5
COc1cc(C)nc(N2CCCC(C(=O)Nc3cccc(Cl)c3C)C2)n1 (centres undefined),8.2,4.0,0.2,2.9,-3.8,4.1,-3.8,19.6,4.0,-1.0,-2.2
O=C(NCCO)C1(c2ccc(Cl)cc2)CCCC1,-1.0,12.0,10.7,1.3,1.5,-1.3,-4.4,29.6,-1.9,-2.7,4.8
COc1ccc2oc(-c3ccccc3)c(C(=O)N3CCOCC3)c2c1,8.5,11.4,18.6,5.6,1.8,1.0,nt,12.8,8.1,-0.8,-0.6
CCCCn1c(N)c(N(CCC(C)C)C(=O)C2CCN(C(=O)c3ccccc3C)CC2)c(=O)[nH]c1=O,2.2,-0.3,-0.2,6.7,5.5,0.5,-14.9,-0.7,3.1,3.2,-10.3
CCOc1ccc(NC(=O)COC(=O)c2ccc3c(c2)C(=O)N(CCc2ccccc2)C3=O)cc1,1.2,-6.2,-9.6,-23.8,-35.6,0.4,-3.5,1.5,-0.1,3.1,11.4
O=c1c2ccccc2nc(-c2ccco2)n1/N=C/c1ccco1,7.8,-22.5,-14.2,-10.5,-16.2,-0.3,-3.2,-45.5,1.1,-1.7,-8.0
CN(C)CCCN(C(=O)c1ccc2c(c1)CCCC2)c1nc2ccc(F)cc2s1,-10.1,42.0,-12.6,-2.9,-22.8,-2.4,-7.1,-41.1,-5.7,2.4,7.9

# An excerpt of the results above, for reference:
SMILES,H9c2 protect,Peg3 promoter,Shn3 3UTR inh,TRPM1 prom inh,NR2E3 ag-1,iPSC survival up,CaV13 FRET inh,HIF-2a inh,m5-HT2A agonist,NR2E3 ag-2,PDI inh
O=c1c2ccccc2nc(-c2ccco2)n1/N=C/c1ccco1,7.8,-22.5,-14.2,-10.5,-16.2,-0.3,-3.2,-45.5,1.1,-1.7,-8.0
CN(C)CCCN(C(=O)c1ccc2c(c1)CCCC2)c1nc2ccc(F)cc2s1,-10.1,42.0,-12.6,-2.9,-22.8,-2.4,-7.1,-41.1,-5.7,2.4,7.9

# Later entries.
SMILES,H9c2 protect,Peg3 promoter,Shn3 3UTR inh,TRPM1 prom inh,NR2E3 ag-1,iPSC survival up,CaV13 FRET inh,HIF-2a inh,m5-HT2A agonist,NR2E3 ag-2,PDI inh
COc1cc2c(cc1/C=C1/NC(=O)N(c3ccccc3)C1=O)OCO2,0.8,-115.8,-46.8,-20.1,-78.3,-1.8,-8.0,-167.4,5.8,-5.2,1.7
Cc1cc(C)c(S(=O)(=O)c2ccccc2C(C)C)c(=O)[nH]1,0.2,14.0,7.1,-8.8,8.2,-0.5,-6.5,9.8,0.1,nt,-1.6
Cc1ccc(Cn2ccc(=O)c(OCc3ccccc3)c2C)cc1,-0.1,-75.9,-20.2,-26.0,-47.2,4.5,-4.6,-157.6,-2.5,1.4,-0.7
COc1ccc(OC)c(Nc2nc(C)nc3c2oc2ccccc23)c1,-4.8,1.3,-5.5,3.0,-28.9,0.2,-17.8,-2.6,7.8,2.2,-0.9
CSc1ccc(/C=C(\NC(=O)c2ccc(C)cc2)C(=O)Nc2cccc(C)c2)cc1,0.3,11.2,-4.1,2.7,-17.8,-0.7,-18.7,14.5,-1.9,-2.2,-7.8
CC(=O)c1cccc(NC(=O)CCNS(=O)(=O)c2cccc3nonc23)c1,12.3,3.0,-11.6,4.4,-21.1,0.0,-4.3,7.4,-1.1,2.2,1.4
O=C(C1CCC(Cn2c(=O)[nH]c3ccccc3c2=O)CC1)N1CCN(c2ccccc2)CC1 (centres undefined),4.5,36.8,-16.9,nt,-11.1,-0.9,-6.9,28.2,-3.0,3.0,-11.9
O=C(NNC(=O)c1ccc2ccccc2c1)c1cccc(Cl)c1,-0.9,-34.0,-13.3,-35.5,5.8,-1.2,-18.3,-64.6,-1.9,nt,4.7
